Screening data from PubChem BioAssay.
HTRA1 inh: blocks human HTRA1 serine peptidase | Q92743 | recombinant HTRA1, FP-rhodamine activity-based probe, fluorescence polarization | inhibition, % at 5.96 µM | 0.5% of 340,000 active | AID 504803; in the data active = inhibition above about 36%;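 note: 0% = enzyme with DMSO and 100% = wells lacking enzyme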
SIAE primary: human SIAE inhibition, primary screen; Q9HAT2; 0.69% of 370,000 active; SIAE FP-Rh probe binding, fluorescence polarization; inhibition, % at 9.66 µM;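 active = inhibition above a cutoff: mean of compounds within the control limits plus 3 SD of those, cut at about 17% in these data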;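 note: 0% = plate median of compound wells and 100% = probe without SIAE protein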
GC-B act: GC-B (human) receptor activation. HEK293-GC-B cells, CNP EC30, cGMP TR-FRET; 0% at EC30 CNP, 100% saturating CNP. P20594. AID 1920062. 0.11% of 370,000 active. activation, % at 10 µM;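 active = activation at 10 µM reaching about 35% in either raw or pattern-adjusted values, limit read from the data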
Target sequence (P20594 whole entry, looked up): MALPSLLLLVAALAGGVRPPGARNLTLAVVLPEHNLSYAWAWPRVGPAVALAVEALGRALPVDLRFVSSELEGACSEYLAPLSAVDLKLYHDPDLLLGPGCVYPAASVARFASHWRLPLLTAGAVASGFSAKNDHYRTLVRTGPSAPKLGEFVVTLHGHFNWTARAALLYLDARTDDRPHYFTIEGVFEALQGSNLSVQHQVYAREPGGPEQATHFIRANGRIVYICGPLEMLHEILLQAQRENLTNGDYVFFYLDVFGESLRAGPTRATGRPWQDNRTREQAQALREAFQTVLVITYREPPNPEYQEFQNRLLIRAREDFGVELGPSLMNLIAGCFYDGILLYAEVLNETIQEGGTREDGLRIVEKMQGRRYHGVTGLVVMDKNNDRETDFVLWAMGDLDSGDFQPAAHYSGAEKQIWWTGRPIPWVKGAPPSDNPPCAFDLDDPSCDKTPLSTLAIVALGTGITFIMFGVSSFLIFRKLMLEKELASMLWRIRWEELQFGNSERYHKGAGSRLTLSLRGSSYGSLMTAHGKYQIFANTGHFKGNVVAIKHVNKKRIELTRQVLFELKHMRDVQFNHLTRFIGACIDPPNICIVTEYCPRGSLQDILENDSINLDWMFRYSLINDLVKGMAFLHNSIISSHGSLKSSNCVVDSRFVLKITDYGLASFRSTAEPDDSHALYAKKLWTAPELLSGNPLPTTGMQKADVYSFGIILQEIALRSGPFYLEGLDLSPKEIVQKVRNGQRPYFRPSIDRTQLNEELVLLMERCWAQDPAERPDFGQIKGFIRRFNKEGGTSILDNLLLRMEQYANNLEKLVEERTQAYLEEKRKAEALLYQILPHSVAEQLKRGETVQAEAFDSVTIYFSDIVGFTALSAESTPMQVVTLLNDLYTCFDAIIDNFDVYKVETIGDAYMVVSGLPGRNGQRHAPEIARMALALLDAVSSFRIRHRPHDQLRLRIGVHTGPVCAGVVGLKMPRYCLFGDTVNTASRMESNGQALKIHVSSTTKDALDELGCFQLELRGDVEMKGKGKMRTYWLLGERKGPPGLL
UHRF1 binding: UHRF1 methyl-DNA binding inhibition; Q96T88; UHRF1 binding to methylated oligo, TR-FRET; inhibition, % at 4.4 µM; 0.75% of 370,000 active; AID 687016; in the data active = inhibition above about 21%;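 note: UHRF1 SRA domain binding a hemimethylated CpG hairpin DNA probe; 0% = median of test compound wells and 100% = reference inhibitor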
PRMT1 inh: PRMT1 (human) inhibition, primary screen. Q99873. 1.3% of 370,000 active. AID 652257. inhibition, % at 2.79 µM. recombinant PRMT1, activity-based probe fluorescence polarization;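 active = inhibition above about 21% made by adding two undisclosed values, limit read from the data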
NPR1 activator: GC-A (human) enzyme activation | AID 1671463 | HEK293 GC-A cells, cGMP TR-FRET, EC30 ANP; 0% at EC30 ANP, 100% saturating ANP | activation, % at 10 µM | 0.14% of 370,000 active; in the data active = activation above about 40%
mABHD4 FP: inhibitors of mouse ABHD4. Q8VD66. purified mABHD4, FP-Rh probe fluorescence polarization. inhibition, % at 8.92 µM. 0.54% of 370,000 active. AID 720543;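 active = inhibition exceeding the mean over every tested compound plus 3 SD, cut at about 30% in these data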;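 note: 0% = plate median of compound wells and 100% = S159A mutant with DMSO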
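Assay system: mABHD4 protein; medium: HEPES pH 7.0, NaCl, Pluronic buffer; dosing: 8.92 µM, single dose; schedule: 45 min + 60 min at 25 °C; signal: FP readout, ex 525 nm / em 598 nm; read-out: normalized percent inhibition of probe labeling; repeats: single replicate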
TCR CD3 inh: human TCR-CD3 binding inhibition; TAMRA-labeled TCR probe fluorescence, biochemical; inhibition, % at 9.4 µM; 0.37% of 360,000 active; AID 651800; in the data active = inhibition above about 19%;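 note: recombinant mutant TCR 2C K166C tagged with TAMRA read by polarization; 0% = receptor in buffer alone and 100% = receptor with positive control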
MBD2 inh: MBD2-methylated oligo binding inhibition. Q9UBB5. 0.31% of 370,000 active. inhibition, % at 4.4 µM. TR-FRET, MBD2 binding to methylated oligonucleotide; in the data active = inhibition above about 13%
rCAG binder: r(CAG) repeat RNA binding. TO-PRO-1 dye displacement fluorescence. inhibition, % at 3 µM. 1.3% of 370,000 active. AID 651821;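 active = inhibition above the plate cutoff, the mean of all test compounds on that plate plus 3 SD, cut at about 35% in these data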;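 note: 0% = DMSO alone and 100% = 100 µM mitoxantrone as full dye displacement; higher means more dye released from RNA so lower well fluorescence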
Starred values were filed as active, the others as inactive; x = no result given; & = joins results of further samples; ! = not active in a repeat. Not all compounds are listed; the hit share may differ from the screen's.

SMILES	HTRA1 inh	SIAE primary	GC-B act	UHRF1 binding	PRMT1 inh	NPR1 activator	mABHD4 FP	TCR CD3 inh	MBD2 inh	rCAG binder
Cc1cccc2nc(CSc3nnnn3-c3ccccc3)cn12	0	6	-1	-1	-4	-1	-2	6	-2	-4
COc1ccc(CNC(=S)Nc2ccc3nc(N4CCOCC4)cc(C)c3c2)cc1	7	8	-4	0	-2	-7	0	1	4	0
O=C(c1ccccc1)N(Cc1cccs1)C1CCS(=O)(=O)C1 (stereo unspecified)	4	-3	-2	-2	1	0	0	3	1	1
O=C1c2cccc3cccc(c23)C(=O)N1OS(=O)(=O)c1ccccc1	0	1	-18	-4	0	-4	7	-3	-2	0
CSCC(=O)N1CCCC(C(=O)c2cc(F)ccc2F)C1 (stereo unspecified)	5	1	-2	1	0	0	1	-4	-6	-1
C(=N\Nc1nn2cnnc2c2ccccc12)/c1ccco1	-2	5	-5	-3	0	-5	4	3	-10	4
Cc1cc(NC(=O)CCCC(=O)O)nc(C)n1	-6	2	2	5	-2	2	-6	-5	-5	6
O=C(Cc1cccc2ccccc12)N/N=C/c1ccc(Sc2nc3ccccc3s2)o1	-74	-40	-3	1	-2	-1	-46	14	-3	13
O=C(OCC(=O)N(CCc1ccccc1)Cc1ccccc1)c1cccc(S(=O)(=O)N2CCOCC2)c1	-14	0	0	2	4	-4	-5	-6	-4	11
COc1ccccc1NC(=O)N1CCN(c2ccccn2)CC1	-1	-1	1	0	0	1	-3	-2	1	0
FC(F)(F)c1cc(-c2ccccn2)nc2cc(-c3ccccc3)nn12	2	2	-8	3	0	-6	-1	-2	0	-1
CCOC(=O)c1sc2cccc(F)c2c1N	1	6	0	-1	-1	6	3	4	-4	-1
CN(C)c1ccc(-c2ccnc3c2CC(C)(C(=O)NCc2cccs2)O3)cc1 (stereo unspecified)	x	6	-3	-2	0	0	10	9	-3	7
Cc1nnc(NCCc2ccccc2)n(N)c1=O	2	3	3	3	-1	2	4	-5	1	0
CCOc1cc(/C=N/O)cc(Br)c1OCC	-13	-6	1	-2	-2	0	-4	0	-3	0
CCOC(=O)NC(=O)/C(C#N)=C\Nc1sccc1C(=O)OC	27	8	-3	1	56*	2	63*	3	0	-8
CCC(C)[C@H](NC(=O)[C@@H]1CSC2c3ccccc3C(=O)N21)C(=O)NC1CCCC1 (stereo partly specified)	-7	1	1	1	2	-2	2	3	-3	2
CCCOc1ccc(-c2nc(=S)[nH][nH]2)cc1	4	-4	-3	1	46*	-1	1	-4	4	3
CC(=NNC(=S)N1CCCCCC1)c1cccc2cccnc12	8	3	4	1	26*	3	5	2	9	1
O=C(O)C(C(=O)Oc1ccccc1)C(C(=O)O)C(=O)Oc1ccccc1 (stereo unspecified)	6	10	0	-1	0	0	3	-6	5	0
COc1ccc(-c2cc(-c3nnc4sc(-c5cccs5)nn34)[nH]n2)cc1	x	-17	-8	-5	0	7	-58	x	0	16
C[C@H]1C(c2ccccc2F)O[C@]2(C[C@H](O)c3c(ccc4ccccc34)O2)C[C@@H]1O (stereo partly specified)	x	-8	-6	-2	15	-17	-2	x	1	4
CCOc1ccc2nc(COC(=O)c3cccs3)c(C(C)=O)[n+]([O-])c2c1	-8	6	-2	-3	3	-2	2	0	-7	-2
COC(=O)c1ccccc1NC(=O)Nc1ccc(Cl)cn1	-6	-1	2	3	-5	-1	-2	-2	-1	-5
Cn1c(=S)[nH]c2sc3c(c2c1=O)CCC(C(C)(C)C)C3 (stereo unspecified)	14	1	1	-3	-2	3	-2	-3	-1	10
COc1ccc(C(c2c(C)n(C)n(-c3ccccc3)c2=O)c2c(C)n(C)n(-c3ccccc3)c2=O)cc1OC	-2	4	3	2	0	2	-6	-4	-5	-6
COc1ccc(CCNC(=O)CSCc2ccc(F)cc2)cc1OC	-2	11	-1	-4	-4	-1	-1	4	3	2
CC(=NCCc1ccccc1)C1=C(O)CSC1=O	-7	-1	-12	4	0	-2	8	-5	-4	3
CC(C)c1onc(C(=O)N2C(C)CCCC2C)c1[N+](=O)[O-] (stereo unspecified)	0	-4	6	4	-4	-1	6	-3	1	0
COCc1nc2ccccc2n1Cc1ccccc1Br	-11	1	-4	6	-1	1	-9	4	-1	-7
COc1ccc(C(=O)NC2CCSC2=O)cc1 (stereo unspecified)	-9	1	0	3	1	1	5	-3	5	-3
CN1OC[C@@H]2CN(C(=O)C(C)(C)C)[C@H](c3ccc(-c4cc5ccccc5o4)cc3)C[C@@H]21	3	-8	-2	-4	-4	20	-5	3	0	1
O=C(COc1ccccc1[N+](=O)[O-])N/N=C/c1ccc(O)cc1	0	0	0	-1	-3	-5	1	-1	-1	1
CC(Sc1nnc2ccccn12)C(=O)Nc1ccc(Cl)cn1 (stereo unspecified)	-4	1	1	-2	1	0	4	6	-5	-1
COc1ccc(CC(C)NCC(O)c2ccc(O)c(NC=O)c2)cc1 (stereo unspecified)	3&4	7&-1	2&-3	-1&-1	1&-6	2&-3	-1&1	27*!	3&-6	2&4
CN1CCc2c(sc3c2C(=O)NC(c2cccc(OC(=O)c4cccs4)c2)N3)C1 (stereo unspecified)	6	1	-8	-9	-2	-3	5	0	-10	11
CCOC(=O)[C@@H]1[C@H]2COc3ccccc3[C@H]2N2C(=O)N(c3cccc(C)c3)C(=O)[C@]12C	-37	0	-1	2	-2	-4	-4	0	2	-10
COC(=O)[C@]12CCCCC=C1N(Cc1ccc(OC)cc1)C(=O)[C@@H]2CC(=O)NCc1ccccc1	x	-6	3	1	6	1	5	x	-2	5
CCOC(=O)N1CCC2(CC1)NCCc1c2[nH]c2ccccc12	2	6	1	25*	-1	2	-3	5	-3	-7
O=C(CNc1ccc(Br)cc1)c1ccc(O)cc1	4	-1	1	-2	5	-2	-2	-1	-4	2
CCN(CC(=O)NCc1ccc(F)cc1)CC(=O)Nc1cc(S(=O)(=O)N(C)C)ccc1C	-8	-6	-4	-1	-8	-2	-4	1	0	2
CC(=O)c1ccc(NC(=S)NC2CCCC(C)C2C)cc1 (stereo unspecified)	-9	-3	-3	1	-4	4	-6	-2	2	8
CCOC(=O)c1sc2c(c1C)C(c1cccs1)C1=C(CCCC1=O)N2 (stereo unspecified)	-14	5	-14	-1	-1	-2	-6	3	-3	6
C#Cc1ccc([C@@H]2C=C(C(=O)N3CCOCC3)O[C@H](OCCCCO)C2)cc1	-6	4	3	0	2	0	-2	-2	4	5
CCn1nnc(NC(=O)c2cc3ccccc3o2)n1	4	-7	-2	1	5	0	5	-3	2	0
CCCOC(=O)c1ccc(NC(=O)c2ccccc2[N+](=O)[O-])cc1	-13	-1	1	1	-4	2	-10	6	-5	2
CN1C(=O)/C(=N/OC(=O)c2ccccc2)c2ccccc21	4	-9	-4	0	-2	1	-9	-2	-3	5
O=C(OCC(=O)N1CCOCC1)c1ccccc1OCc1ccc(Cl)cc1	-2	-2	-2	2	-2	-1	-18	-2	-2	0
CCn1c(SCC(=O)N2CC(=O)Nc3ccccc32)nnc1-c1ccoc1C	2	3	2	0	0	-3	2	-5	-2	-2
CCOC(=O)C1=CCN(S(=O)(=O)c2ccccc2)C1c1ccc(Cl)cc1 (stereo unspecified)	x	-4	-10	-3	-3	-12	-7	8	-4	3

Looked up one by one from above:
SMILES	HTRA1 inh	SIAE primary	GC-B act	UHRF1 binding	PRMT1 inh	NPR1 activator	mABHD4 FP	TCR CD3 inh	MBD2 inh	rCAG binder
COCc1nc2ccccc2n1Cc1ccccc1Br	-11	1	-4	6	-1	1	-9	4	-1	-7
CCOC(=O)c1sc2c(c1C)C(c1cccs1)C1=C(CCCC1=O)N2 (stereo unspecified)	-14	5	-14	-1	-1	-2	-6	3	-3	6
CCOC(=O)[C@@H]1[C@H]2COc3ccccc3[C@H]2N2C(=O)N(c3cccc(C)c3)C(=O)[C@]12C	-37	0	-1	2	-2	-4	-4	0	2	-10

More structures
SMILES	HTRA1 inh	SIAE primary	GC-B act	UHRF1 binding	PRMT1 inh	NPR1 activator	mABHD4 FP	TCR CD3 inh	MBD2 inh	rCAG binder
O=C(NCC(c1ccccc1Cl)N1CCCC1)c1ccc(N2CCCC2=O)cc1 (stereo unspecified)	-5	-7	-2	1	-3	2	1	-5	-1	-4
CCOc1cc(/C=N/NC(=O)c2cc3c(ccc4ccccc43)o2)ccc1O	-13	-9	-4	-4	2	22	-36	-5	-7	20
Cc1cc(O)c(C(=O)/C=C/c2cccc([N+](=O)[O-])c2)c(=O)o1	10	-4	-3	0	-3	-8	8	-8	-3	32
CN1CCN(C(=O)c2sc(=S)n(-c3ccccc3)c2N)CC1	-5	2	0	-4	76*	3	5	7	2	-3
Cc1ccc(-n2ncc(C#N)c2/N=C/N2CCCCCC2)cc1	-11	1	10	3	-3	17	2	6	-1	-7
C=CCOc1ccc(NC(=O)C(=O)NCCCn2ccnc2)cc1	10	3	-7	-4	-2	-1	-2	2	0	0
Clc1ccccc1-c1nc2ccccc2[nH]1	4	9	1	4	-4	-5	-1	0	-6	2
O=C(CN1CCN(S(=O)(=O)N2CCOCC2)CC1)Nc1cc(Cl)ccc1Cl	1	3	3	1	5	-1	5	-9	-2	-1
COc1ccc(S(=O)(=O)NNC(=O)c2csc(-n3nc(C)cc3C(F)(F)F)n2)cc1OC	-4	2	-15	3	-2	-3	3	-2	6	2
CC1=CC(=C(C#N)C#N)C=C(C)N1CCN1CCNCC1	-2	3	3	7	-3	3	1	5	-6	0
CCOC(=O)c1ccc(N2CCOCC2)c(NC(=O)c2nccnc2C(=O)O)c1	3	2	2	1	5	4	0	-7	1	3
CCOC(=O)CC(=O)CSc1ncnc2c1nnn2-c1ccc(F)cc1	0	3	1	-3	51*	-2	3	3	0	11
O=C(c1ccco1)N(Cc1ccc(Cl)cc1)Cc1ccco1	-7	8	-6	-1	0	-5	0	-4	1	-5
O=C(COC(=O)CN1C(=O)c2ccccc2C1=O)Nc1ccccc1	1	3	-1	0	-7	0	-3	-2	-5	1
CCN(CC)CCNC(=O)c1ccc(NC(=O)c2cccc(S(=O)(=O)N3c4ccccc4CC3C)c2)cc1 (stereo unspecified)	-9	-14	-2	3	3	0	-7	-8	4	-1
Cc1c(C#N)c2ccccc2n1CC(=O)NCc1cccnc1	2	-4	-1	0	3	-3	6	0	4	-2
O=C(N/N=C/c1cccnc1)NC12CC3CC(CC(C3)C1)C2	-2	3	-3	-2	-8	-2	0	-1	-2	1
COc1ccccc1OCCN1CSC(=S)N(C)C1	0	8	5	1	-3	-1	2	-2	3	5
CC1C(=O)N2CCCc3cc(S(=O)(=O)N(C)c4ccccc4)cc1c32 (stereo unspecified)	-4	4	-2	-3	2	-1	7	3	-1	16
COc1ccc(OCC(=O)NNC(=O)CCc2ccccc2)cc1	4	-2	3	0	1	-1	4	0	-6	-2
CCN1CCCCC(NC(=O)c2ccccc2)C1=O (stereo unspecified)	x	-1	7	-2	-6	3	1	x	4	-1
N#CC1=C(N)Nc2nc3ccccc3n2C1c1ccc(F)cc1 (stereo unspecified)	4	-4	-8	2	5	5	-3	-4	5	1
Fc1ccc(-c2nc3ccccc3c3nc4ccccc4n23)cc1	-5	4	2	10	2	9	-4	-1	2	3
NNc1nc(-c2ccccc2Cl)c2cc(Br)ccc2n1	-22	-5	-10	3	-4	-12	3	-7	4	11
